S aureus QS inh – S. aureus quorum sensing inhibitors, primary screen, RNAIII-GFP reporter, flow cytometry; S. aureus RN6390 RNAIII-GFP reporter, AIP-induced, flow cytometry 3 h; 24,000 tested, 0.3% active; inhibition, % at 2 µM;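 active = share of bacteria positive for the green fluorescent reporter and its mean brightness both inhibited by 50% or more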;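 also: 0% = AIP-stimulated control and 100% = unstimulated bacteria without AIP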
S aureus QS inh GFP MFI % – also measured in S aureus QS inh; calls as there; inhibition, %; measured here: inhibition of GFP MFI
* hit, by the source's call. This is a subset. The share of hits here may be higher or lower than overall.

SMILES | S aureus QS inh | S aureus QS inh GFP MFI %
CCOc1ccc(N2CC(C(=O)NCCc3ccc(OC)c(OC)c3)CC2=O)cc1 (stereo not drawn) | -1 | -2
COc1ccc(Cl)cc1S(=O)(=O)N1CCN(c2ccc(F)cc2)CC1 | 0 | 4
CCCCn1c(SCC(=O)NCC2CCCO2)nc2ccc(N3CCOCC3)cc2c1=O (stereo not drawn) | 1 | 5
COc1ccc(N(CC(=O)NCCSC(C)(C)C)S(C)(=O)=O)c(OC)c1 | -1 | 0
O=c1[nH]ncc2c3ccccc3n(Cc3ccccc3)c12 | 0 | -14
O=C(c1ccccc1F)N1CCN(Cc2cccc(Cl)c2)CC1 | -3 | -9
COc1cccc(CNC(=O)C2CCCN(S(=O)(=O)c3cnc[nH]3)C2)c1 (stereo not drawn) | -2 | -8
CCOC(=O)c1oc2cc(O)c(CC)cc2c(=O)c1-c1ccc2c(c1)OCCO2 | 2 | 17
O=C(CCn1cccc1)Nc1cc(F)ccc1F | -4 | -122
CCN1C(=O)/C(=C2/Sc3ccc(OC)cc3N2C)SC1=Nc1ccc(C(C)=O)cc1 | 0 | -44
CCCN1CCN(CCCNC(=O)C2CCCN(c3nnc(-n4cccc4)s3)C2)CC1 (stereo not drawn) | -5 | -7
CC1CCN(C(=O)C2CC(c3ccc(F)cc3)=NO2)CC1 (stereo not drawn) | 0 | 0
COc1ccc(-c2c(C)oc3c(CN4CCN(C)CC4)c(O)ccc3c2=O)cc1 | 0 | -11
Cc1nc2nc[nH]n2c(=O)c1NC(=O)c1cccc(OCC(C)C)c1 | -5 | -8
CCOC(=O)c1ccc(COC(=O)c2cc3ccccc3oc2=O)o1 | -2 | -6
O=C(CSc1nc2c(c(=O)n1-c1ccc(F)cc1)SCC2)NCc1ccco1 | 7 | 11
COc1ccc(S(=O)(=O)NC(CC(=O)NCc2ccco2)c2ccco2)cc1 (stereo not drawn) | -1 | -27
Brc1cnn(-c2nc(N3CCOCC3)nc(N3CCOCC3)n2)c1 | -2 | -5
CC(=O)[C@H]1CC[C@H]2[C@@H]3CCC4=CC(=O)CC[C@]4(C)[C@H]3CC[C@]12C | 2 | 0
Cc1ccc(S(=O)(=O)NCC2CCC(C(=O)NCc3ccco3)CC2)cc1 (stereo not drawn) | 4 | 8
Cc1nn(C)c(C)c1S(=O)(=O)N1CCC(C(=O)NC(C)c2ccccc2)CC1 (stereo not drawn) | -3 | -8
CCOC(=O)c1cc(-c2nnc(-c3ccc(Oc4ccccc4)cc3)o2)c(C)nc1C | 3 | -36
COc1ccc(CCn2c(SCC(=O)Nc3cc(C)on3)nc3ccsc3c2=O)cc1OC | 7 | 18
CCOC(=O)c1[nH]c(C)c(C(=O)NCCc2ccc(OC)cc2)c1C | 2 | 16
Cn1cccc1Cc1nnc(SCC(=O)NC2CCCC2)n1CCc1ccccc1 | -1 | -2
SMILES | S aureus QS inh | S aureus QS inh GFP MFI %
CSc1nc2ccccc2n1CC(=O)Nc1ccc(C)c(C)c1 | 3 | 10
CN(C1CCCCC1)S(=O)(=O)c1ccc2c(c1)c(=O)c(C(=O)NCCCN1CCCC1)cn2C | 0 | 3
O=C(Cn1nnc2ccccc21)C1CC1 | 5 | 7
O=C(Cc1nn[nH]n1)NCCC1=CCCCC1 | -1 | 10
Cn1c(C(=O)NCCCN2CCN(c3cccc(Cl)c3)CC2)cc2c(=O)n(C)c3ccccc3c21 | -1 | 2
Nc1c(C(O)(C(F)(F)F)C(F)(F)F)ccc2ccccc12 | 63* | 54*
CSC1=NCCN1C(=O)c1ccc(S(=O)(=O)N2CCOCC2)cc1 | -6 | -17
CCOc1ccc(NC(=O)CCS(=O)(=O)c2cccc3nsnc23)cc1 | -5 | -18
COc1ccc2cc3cc(C(=O)NCCN4CCN(Cc5ccccc5)CC4)oc3nc2c1 | -1 | -15
Cc1c(NC(=O)C2CCCN(S(=O)(=O)c3cnc[nH]3)C2)c(=O)n(-c2ccccc2)n1C (stereo not drawn) | -2 | -6
CCCCn1c(SCC(=O)Nc2cccc(OC)c2)nc2ccc(N3CCOCC3)cc2c1=O | -2 | -10
Cc1cc(N2CCC3(CC2)OCCO3)n2nc(C)c(-c3ccc(Cl)cc3)c2n1 | -1 | -20
CN(Cc1ccco1)C(=O)c1ccc(N2CCCC2=O)cc1 | 13 | 11
O=C1NC2c3ccccc3C(=O)N2c2c1cnn2-c1ccccc1 (stereo not drawn) | -4 | -11
Cc1ccc(NC(=O)c2oc3ccc(S(=O)(=O)N4CCOCC4)cc3c2C)cc1C | -4 | -10
OCCN1CCN(C(c2cccs2)c2ccc3cccnc3c2O)CC1 (stereo not drawn) | -9 | -16
O=C(O)c1cc(-c2cccs2)nc2cc3c(cc12)OCCO3 | -8 | -21
CC(C)Cn1c(=O)c2c(c3ccccc31)OC(C)C(=O)N2 (stereo not drawn) | -1 | 1
CC(C)OC(=O)c1c(NC(=O)CCn2nnc3ccccc32)sc2c1CCCC2 | 1 | 2
CC(=O)NC1(C(F)(F)F)NC(=O)N(CC(C)C)C1=O (stereo not drawn) | 1 | 2
CCCc1[nH]nc2c1C(CCc1ccccc1)C(C#N)=C(N)O2 (stereo not drawn) | -4 | -9
CC(NC(=O)c1cc2c(=O)n(C)c3ccccc3c2n1C)c1ccc2c(c1)OCCO2 (stereo not drawn) | -1 | -1
COc1ccc(C2CC(c3cc(Br)ccc3F)n3nnnc3N2)cc1 (stereo not drawn) | -6 | -24
O=C(OC1CCCCC1)c1ccc2c(c1)C1C=CCC1C(C(=O)O)N2 (stereo not drawn) | 8 | 17
Cc1ccc2c(c1)NCC(C(=O)NC1CCCCC1)O2 (stereo not drawn) | -3 | -7

Some of these compounds in order of count of non-hydrogen atoms, smallest number first:
SMILES | S aureus QS inh | S aureus QS inh GFP MFI %
O=C(Cn1nnc2ccccc21)C1CC1 | 5 | 7
O=C(Cc1nn[nH]n1)NCCC1=CCCCC1 | -1 | 10
O=C(CCn1cccc1)Nc1cc(F)ccc1F | -4 | -122
CC(=O)NC1(C(F)(F)F)NC(=O)N(CC(C)C)C1=O (stereo not drawn) | 1 | 2
Cc1ccc2c(c1)NCC(C(=O)NC1CCCCC1)O2 (stereo not drawn) | -3 | -7
CC1CCN(C(=O)C2CC(c3ccc(F)cc3)=NO2)CC1 (stereo not drawn) | 0 | 0
O=C(O)c1cc(-c2cccs2)nc2cc3c(cc12)OCCO3 | -8 | -21
CC(=O)[C@H]1CC[C@H]2[C@@H]3CCC4=CC(=O)CC[C@]4(C)[C@H]3CC[C@]12C | 2 | 0
CSC1=NCCN1C(=O)c1ccc(S(=O)(=O)N2CCOCC2)cc1 | -6 | -17
Cc1nc2nc[nH]n2c(=O)c1NC(=O)c1cccc(OCC(C)C)c1 | -5 | -8
CCOc1ccc(NC(=O)CCS(=O)(=O)c2cccc3nsnc23)cc1 | -5 | -18
Cc1ccc(S(=O)(=O)NCC2CCC(C(=O)NCc3ccco3)CC2)cc1 (stereo not drawn) | 4 | 8
Cc1nn(C)c(C)c1S(=O)(=O)N1CCC(C(=O)NC(C)c2ccccc2)CC1 (stereo not drawn) | -3 | -8
COc1ccc(-c2c(C)oc3c(CN4CCN(C)CC4)c(O)ccc3c2=O)cc1 | 0 | -11
CCOc1ccc(N2CC(C(=O)NCCc3ccc(OC)c(OC)c3)CC2=O)cc1 (stereo not drawn) | -1 | -2
Cc1c(NC(=O)C2CCCN(S(=O)(=O)c3cnc[nH]3)C2)c(=O)n(-c2ccccc2)n1C (stereo not drawn) | -2 | -6
CCCCn1c(SCC(=O)NCC2CCCO2)nc2ccc(N3CCOCC3)cc2c1=O (stereo not drawn) | 1 | 5
COc1ccc2cc3cc(C(=O)NCCN4CCN(Cc5ccccc5)CC4)oc3nc2c1 | -1 | -15
CN(C1CCCCC1)S(=O)(=O)c1ccc2c(c1)c(=O)c(C(=O)NCCCN1CCCC1)cn2C | 0 | 3
Cn1c(C(=O)NCCCN2CCN(c3cccc(Cl)c3)CC2)cc2c(=O)n(C)c3ccccc3c21 | -1 | 2

Further records
SMILES | S aureus QS inh | S aureus QS inh GFP MFI %
CSc1ccc(Cn2nnc(C(=O)NCc3ccccc3)c2N)cc1 | -1 | -12
Cc1ccccc1-n1c(SCc2cc(=O)n3ccccc3n2)nc2[nH]ncc2c1=O | -2 | 1
c1ccc(-n2nnnc2OCCOc2nnnn2-c2ccccc2)cc1 | 1 | 9
Cn1cc(CNC(=O)C2c3ccccc3Oc3ccccc32)cn1 | 0 | 2
Cc1cccc(-n2nc3c(c2NC(=O)c2ccc(Br)o2)CSC3)c1 | 33 | 43
Cc1ccccc1C(OCCN(C)C)c1ccccc1 (stereo not drawn) | -3 | -17
COc1ccc(CC(=O)NCc2ccccc2)cc1S(=O)(=O)N1CCOCC1 | -4 | -25
O=C(CCCn1c(SCC(=O)c2ccc(F)cc2)nc2ccccc2c1=O)NCc1ccco1 | -1 | -8
COc1ccc(N2C(=O)CCC(C(=O)NCCN3CCOCC3)C2c2ccc(OC)c(OC)c2)cc1 (stereo not drawn) | -4 | -14
COc1ccc(Nc2cc(C(=O)NCCCN3CCN(C)CC3)c3ccccc3n2)c(OC)c1 | 15 | 24
O=C(NCCCN1CCCCCC1)C1CC(=O)N(C2CCCC2)C1 (stereo not drawn) | 2 | 10
Cc1nc(SCC#N)c2c(C)c(C)sc2n1 | -4 | -8
Cn1c(=O)c2cc(S(=O)(=O)NCCC(=O)NCCC3=CCCCC3)ccc2n(C)c1=O | 1 | 5
COc1ccccc1-n1c(C)nnc1SCC(N)=O | -2 | 2
O=c1[nH]cnc2nc(-c3ccccc3)c(-c3ccccc3)nc12 | 25 | 37
NC(=O)c1oc2ccc(Cl)cc2c1NC(=O)CN1CCOCC1 | -1 | -5
O=C(CCCCn1c(=O)c2ccccc2n(Cc2ccc(F)cc2Cl)c1=O)NCc1ccco1 | 0 | 10
CC(C)(C)OC(=O)N1CC(O)CC1C(=O)OCC(=O)c1ccc(Cl)cc1 (stereo not drawn) | 0 | 6
CCOC(=O)N1CCN(S(=O)(=O)c2cc3c(cc2C)NC(=O)CO3)CC1 | -3 | -6
CC(=O)c1ccc(Nc2cc(C)nc3nc(C)nn23)cc1 | -7 | -3
Cc1ccc(/C=c2\sc3nc(-c4cccnc4)nn3c2=O)cc1 | -1 | -6
O=C(Cc1cccs1)N(Cc1ccco1)C1(C(=O)NC2CCCC2)CCCCC1 | -4 | -2
COc1ccc(C(C)(C)C)cc1NC(=O)C1C2C=CC(C2)C1C(=O)O (stereo not drawn) | 1 | -16
CCCNC(=O)CCNC(=O)c1ccc(C(C)(C)C)cc1 | -1 | 21
COc1ccccc1C(=O)Nc1ccc(S(=O)(=O)N2CCCC2)cc1 | 0 | 27
SMILES | S aureus QS inh | S aureus QS inh GFP MFI %
COc1ccc(C(=O)Nc2cc(Cl)cc(Cl)c2)c(OC)n1 | -7 | -12
CC1Cc2ccccc2N1S(=O)(=O)c1ccc2c(c1)n(C)c(=O)c(=O)n2C (stereo not drawn) | -1 | -6
COc1ccccc1/C=c1\sc2nc(-c3ccco3)nn2c1=O | 7 | 29
CC(=O)Nc1ccc(N2S(=O)(=O)c3ccccc3S2(=O)=O)cc1 | -10 | -36
COc1ccc(-n2c(Cc3cccn3C)nnc2SCC(=O)NCc2ccco2)cc1 | 2 | 8
OC1(C(F)(F)F)CC(O)(C(F)(F)F)n2nc(-c3ccccc3)cc2N1 (stereo not drawn) | -6 | -13
O=C(Cc1c(F)cccc1Cl)Nc1ccncc1 | -4 | 4
CCOC(=O)C1C(=O)NC(SCC(=O)Nc2nccs2)=C(C#N)C1c1ccccc1OCC (stereo not drawn) | 0 | -26
COc1ccc(Cl)cc1NC(=O)CSc1nnc(Cn2c(=O)sc3ccccc32)n1C | 0 | 4
CCNC(=O)CC(=O)Nc1ccccc1C(=O)O | -1 | -1
COc1ccc(OC)c(CCNC(=O)CS(=O)(=O)Cc2nc(-c3ccc(C)cc3)oc2C)c1 | -1 | -15
COc1cc(=O)[nH]c(SCc2c(F)c(F)c(F)c(F)c2F)n1 | 2 | -4
COc1ccc(-c2nc(N3CCOCC3)nc3n[nH]c(N)c23)cc1 | 4 | 9
COC(=O)c1ccccc1NC(=O)c1noc2c1CCC2 | 2 | 9
O=C(CCNS(=O)(=O)c1cccc2nonc12)NCCc1ccc(Cl)cc1 | -2 | 9
CN(C)S(=O)(=O)c1ccc(C(=O)Nc2ccccc2C(=O)O)cc1 | -1 | 4
Cc1ccc(C)c(N2CCN(C(=O)CCc3nc4ccccc4[nH]3)CC2)c1 | 5 | 36
C=CCc1ccccc1OCC(O)CN1CCN(C(=O)OCC)CC1 (stereo not drawn) | -1 | -1
COc1cc(S(=O)(=O)N2CCC(N3CCCCC3)CC2)ccc1-n1cnnn1 | -1 | -3
COc1ccccc1CNC(=O)CNC(=O)Cn1cnc2ccccc2c1=O | 2 | 7
O=C(C1CC1)N1CCc2cc(Br)cc(S(=O)(=O)NCc3ccc4c(c3)OCO4)c21 | -6 | -17
O=C(Nc1ccc(Cl)cc1)c1ccsn1 | 0 | 1
COCCN(CCOC)S(=O)(=O)c1ccc(C(=O)Nc2nnc(C)o2)cc1 | -4 | -19

Exported as a markdown table: entries from further up.
| molecule | S aureus QS inh | S aureus QS inh GFP MFI % |
| --- | --- | --- |
| COc1ccc(-c2nc(N3CCOCC3)nc3n[nH]c(N)c23)cc1 | 4 | 9 |
| COc1ccccc1CNC(=O)CNC(=O)Cn1cnc2ccccc2c1=O | 2 | 7 |
| O=C(Cc1c(F)cccc1Cl)Nc1ccncc1 | -4 | 4 |

High-throughput results (PubChem)
